SRC1 TRFRET art: flags TR-FRET format artefacts in PPARgamma SRC-1 recruitment agonist screen. TR-FRET detection artefact counter-screen, emission ratio; stronger effect = higher value. TR-FRET ratio at 8 µM. 99,000 tested, 0.34% active. AID 1051; in the data active = TR-FRET ratio above about 2300; also: inactives centre near 1800; reference of the scale not given here
SRC3 TRFRET art: counter-screen for PPARgamma SRC-3 recruitment agonists: TR-FRET artefact. TR-FRET ratio at 8 µM. AID 1048. PPARgamma/SRC-3 format; stronger effect = higher value. 99,000 tested, 0.39% active; in the data active = TR-FRET ratio above about 2000; also: inactives centre near 1600; reference of the scale not given here
Starred values were filed as active, the others as inactive. These rows are one share of the data (hit frequency here may not be typical).

SMILES | SRC1 TRFRET art | SRC3 TRFRET art
COC(=O)CCC(=O)NS(=O)(=O)c1ccc(N=NN2CCOCC2)cc1 | 1625 | 1528
N#CCCn1cc(C=C(C#N)C#N)c(-c2ccc(-c3ccccc3)cc2)n1 | 2013 | 1601
COCc1cc(Sc2ccc(OC)cc2)nc(-c2ccccc2)n1 | 1529 | 1601
COc1ccc(C(=O)NNC(=O)c2ccccc2[N+](=O)[O-])cc1Br | 1824 | 1497
O=C(Nc1nc(-c2ccccn2)cs1)C1CCCC1 | 1544 | 1575
CC1CCN(S(=O)(=O)c2ccc(C(=O)Nc3nnc(-c4ccncc4)o3)cc2)CC1 | 1855 | 1586
Cn1c2ccccc2c(=O)c2c(O)cccc21 | 1738 | 1629
CN1CC(=O)N(CC(=O)Nc2cc(Cl)cc(Cl)c2)C1=O | 1867 | 1546
Cc1ccc(NC(=O)C2CC(=O)N(Cc3ccccc3)C2)cc1S(=O)(=O)N1CCCCCC1 (stereo not drawn) | 1835 | 1709
Cc1cc(=O)[nH]c(SCC(=O)Nc2ccnc3ccccc23)n1 | 1967 | 1811
CCN1CCC(NC(=O)Nc2cccc(C(F)(F)F)c2)CC1 | 1841 | 1603
C=CCn1c(SCn2nnc3ccccc3c2=O)nnc1-c1ccc(F)cc1 | 1879 | 1556
CCc1ccccc1NC(=O)Nc1ccc(F)cc1F | 2066 | 1514
CC1=C/C(=N\N=C2\NC(=O)C(CC(=O)Nc3ccccc3)S2)CC(C)(C)C1 (stereo not drawn) | 1779 | 1465
OCC1(Cc2ccccc2)CCCN(Cc2ccc(-c3ccco3)cc2)C1 (stereo not drawn) | 1910 | 1580
CC1Oc2ccccc2C=C1/C=N/NC(=O)c1ccccc1O (stereo not drawn) | 1880 | 1429
CCOC(=O)C1=C(O)CSC1=Nc1cccc2ccccc12 | 1863 | 1564
CC(C)Cn1c2c(c(O)c(C(=O)Nn3c(Cc4ccccc4)nc4ccccc4c3=O)c1=O)CCCC2 | 1800 | 1600
Cc1ccc(Nc2nc3ccccc3c(=O)[nH]2)cc1C | 1590 | 1387
Cc1ccc(S(=O)(=O)Nc2ccc(NC(=O)c3ccc(F)cc3)cc2)cc1 | 1850 | 1532
COc1cccc(NC(=O)CCNC(=O)c2ccccc2Cl)c1 | 1854 | 1537
C=CCNC(=O)COC(=O)c1ccc(Cl)c(S(=O)(=O)N(Cc2ccccc2)c2ccccc2)c1 | 1751 | 1328
CC(C)(C)C(=O)NCCc1nc2ccccc2n1CC(=O)c1ccc(Cl)cc1 | 1621 | 1395
CCC(C)(C)NC(=O)C(c1ccc(F)cc1)N(Cc1cccs1)C(=O)c1cnccn1 (stereo not drawn) | 1627 | 1501
Cn1cnnc1Sc1ccc(C(=O)NCCC23CC4CC(CC(C4)C2)C3)cc1[N+](=O)[O-] | 1878 | 1673
(cont.)
SMILES | SRC1 TRFRET art | SRC3 TRFRET art
CCN(C(=O)CSc1ccc2ccccc2n1)C1CCS(=O)(=O)C1 (stereo not drawn) | 1621 | 1791
O=C(CSc1nncs1)NC(=O)NCc1ccccc1 | 1934 | 1459
O=C(O)CCCc1c(-[n+]2ccccc2)[nH]c2ccccc12 | 1793 | 1711
CCN1CCN(C(c2cccc(OC)c2OC)c2nnnn2Cc2ccco2)CC1 (stereo not drawn) | 1668 | 1529
CCNc1nc(NCC)nc(OCCOC(=O)Nc2ccccc2)n1 | 1875 | 1554
CCC(Cc1ccccc1)NC(=O)C1=C(C)C(=O)OC12CCC(C)CC2 (stereo not drawn) | 1897 | 1709
CN(C(=O)Nc1cnc2ccccc2c1)c1ccccc1 | 1800 | 1549
Cc1ccc(C(=O)Nc2ccc(S(=O)(=O)N3CCN(C)CC3)cc2)o1 | 1991 | 1278
Cc1nc(C)c(-c2csc(N)n2)s1 | 1963 | 1578
CN(C)S(=O)(=O)c1ccc(Cl)c(NC(=O)COC(=O)CN2C(=O)NC(C)(C)C2=O)c1 | 2025 | 1589
COc1ccc(NC(=O)Nc2sc(NS(=O)(=O)c3ccccc3)nc2C)cc1 | 1680 | 1654
Cc1ccc(N(C(=O)c2csnn2)C(C(=O)NC(C)(C)C)c2cccnc2)cc1 (stereo not drawn) | 1871 | 1712
O=c1[nH][nH]c2cc(=O)n(-c3cccc(C(F)(F)F)c3)nc12 | 1827 | 1584
Cn1c(Cc2cccs2)nnc1SCc1nc2ccccc2[nH]1 | 1844 | 1669
NS(=O)(=O)c1ccc(CNC(=O)c2ccc(Cl)cc2[N+](=O)[O-])cc1 | 1786 | 1432
COc1ccc(NC(=S)NNC(=O)c2cccnc2)cc1OC | 1725 | 1530
COc1ccc(Cn2c(C)nc([N+](=O)[O-])c2SCC(=O)O)cc1[N+](=O)[O-] | 1567 | 1483
c1ccc(C2CN3CCSC3=N2)cc1 (stereo not drawn) | 1682 | 1389
Cc1cc(C(=O)COC(=O)c2ccc(O)cc2)c(C)n1Cc1ccco1 | 1825 | 1628
COc1ccc(NC(=O)Nc2nnc(-c3ccccc3F)s2)cc1 | 1714 | 1540
COc1ccc(NC(C)=O)cc1S(=O)(=O)Nc1ccc2c(c1)OCCO2 | 1724 | 1239
O=C(Nc1ccccc1-c1nnn(CC(=O)N2CCOCC2)n1)c1ccccc1F | 1641 | 1687
Cn1cc(CCC(=O)N2CCCC(C(=O)c3ccc(C(C)(C)C)cc3)C2)cn1 (stereo not drawn) | 2024 | 1419
CC(=O)c1c(C)[nH]c(C(=O)Nc2cccc(S(=O)(=O)N(C)C)c2)c1C | 1711 | 1474
Cc1ccc(S(=O)(=O)Nc2ccc(-c3nnc(SCc4ccccc4Cl)o3)cc2)cc1 | 1575 | 1416
Next part
SMILES | SRC1 TRFRET art | SRC3 TRFRET art
CC(C)Cn1c(SCC(=O)N2CC(=O)Nc3ccccc32)nc2ccccc21 | 1669 | 1669
CCCCNC(=O)CCCn1c(=O)[nH]c2ccc(Br)cc2c1=O | 1550 | 1704
COc1ccc(-c2csc(C)n2)cc1Br | 1821 | 1692
Cc1cccc(C)c1NC(=O)C1c2cccc[n+]2CC(=O)N1Cc1cccs1 (stereo not drawn) | 1869 | 1632
O=C(NCCc1ccccc1)C1CCC(CNc2nc(=S)[nH]c3ccccc23)CC1 (stereo not drawn) | 1811 | 1588
CC(=O)c1cccc(NS(C)(=O)=O)c1 | 1855 | 1843
COC(=O)c1ccc(C(=O)OC)c(NC(=S)N2CCC(C(N)=O)CC2)c1 | 1957 | 1550
C/C(=N\NC(=O)c1cc(-c2cccnc2)nc2ccccc12)c1ccccc1O | 2132 | 1827
C#CCOCCOCCOCCNc1nc(N2CCN(C(=O)[C@H](CCC(=O)O)n3cc(C(N)CO)nn3)CC2)nc(N2CCN(C(=O)[C@H](CCC(=O)O)n3cc(C(N)[C@H](C)CC)nn3)CC2)n1 (stereo partly drawn) | 1470 | 1542
O=C(NCc1ccco1)c1ccc(N2CCOCC2)c([N+](=O)[O-])c1 | 1807 | 1440
Nc1ccc2c(c1)nc(Cc1ccccc1)n2CCO | 1429 | 1440
CC1=NN(C(=O)c2ccccc2-n2cccc2)C(O)(C(F)(F)F)C1 (stereo not drawn) | 1538 | 1414
O=C(CN(c1ccc(F)cc1)S(=O)(=O)c1ccccc1)NCCSC1CCCCC1 | 1587 | 1557
CC(=O)N1CCN(C(=S)Nc2ccc(Oc3ccccc3)cc2)CC1 | 1780 | 1694
N#CC1(C#N)C(c2ccccc2)OC23CCCCCC2C1(C#N)C(=N)O3 (stereo not drawn) | 1920 | 1457
CC(C)Cn1c(N)c(C(=O)NCc2cccs2)c2nc3ccccc3nc21 | 1891 | 1515
COC(=O)c1ccc(COc2cccc3c2CCN(Cc2ccccc2)C3=O)o1 | 1673 | 1564
CC1CCC(C(C)C)C(OP(=O)(c2ccc(N(C)C)cc2)C(O)c2cccnc2)C1 (stereo not drawn) | 1963 | 1555
CCOC(=O)N1CCN(Cc2cn[nH]c2-c2cccc3ccccc23)CC1 | 1914 | 1524
Cc1cc(C)nc(NC(=O)/C=C/c2ccccc2Cl)c1 | 1666 | 1522
CCCc1cc(C(=O)Nc2sc(C)c(CC)c2C#N)no1 | 1629 | 1392
COc1ccc(CC(=O)NNC(=S)Nc2ccccc2)cc1Cl | 1986 | 1774
O=C1N/C(=C/c2ccco2)C(=O)N1Cc1ccccc1F | 1530 | 1312
CS(=O)(=O)N1CCN(c2ccc(NC(=O)CSc3nnc(-c4ccco4)o3)cc2)CC1 | 1902 | 1679
Cc1ccc(NC(=O)c2c(O)c3ccccc3n(C)c2=O)nc1 | 1699 | 1566
Further compounds:
SMILES | SRC1 TRFRET art | SRC3 TRFRET art
Cc1cccc(Nc2nc(N)c([N+](=O)[O-])c(N3CCOCC3)n2)c1 | 1753 | 1878
O=C(COC(=O)c1ccc(S(=O)(=O)N2CCOCC2)cc1)NCc1cccs1 | 1942 | 1541
CC1=C(C(=O)Nc2ccccn2)C(c2ccc(Cl)cc2)NC(=S)N1 (stereo not drawn) | 2152 | 1541
COc1cc(S(=O)(=O)NCCN2CCOCC2)ccc1-n1cnnn1 | 1801 | 1384
COCC(=O)N1CCCC(C(=O)c2ccc(-c3ccccc3)c(F)c2)C1 (stereo not drawn) | 1694 | 1757
COCCN(C)C(=O)CC1C(=O)NCCN1CC(c1ccccc1)c1ccccc1 (stereo not drawn) | 1772 | 1552
CCOC(=O)c1nn(C)c(C)c1Cl | 1964 | 1521
C/C(=C\C(=O)c1ccc(Br)cc1)Nc1ccc(Cl)cc1 | 1889 | 1740
O=C(/C=C/c1ccccc1[N+](=O)[O-])N1CCCCC1 | 1619 | 1802
Cc1ccc(S(=O)(=O)N(CC(=O)NCCSc2ccccn2)c2ccc(C)c(C)c2)cc1 | 1658 | 1410
Cn1c(=O)[nH]c(=O)c2c1nc(CN1CCN(c3cccc(Cl)c3)CC1)n2Cc1ccccc1Cl | 1786 | 1309
Cc1ccc(C(=O)NCC(=O)OCC(=O)Nc2cc(C)c(C)cc2[N+](=O)[O-])cc1 | 1722 | 1473
O=C(COc1cccc2cccnc12)NNC(=O)Nc1ccccc1 | 1519 | 1494
CC(=O)Nc1nc(SCC(=O)NCC2CCCO2)[nH]c(=O)c1NC(=O)c1cccs1 (stereo not drawn) | 1961 | 1483
O=C(C1=C[C@H](C2CCCCC2)C[C@H](OCCCCO)O1)N1CCOCC1 | 1850 | 1553
CCOC(=O)C1CCN(Cc2ccc(F)c(Br)c2)CC1 | 1810 | 1303
CCOC(=O)c1cnc2ccc(F)cc2c1Nc1ccc2c(c1)OCCO2 | 1720 | 1535
COc1cc(/C=N/NC(=O)COc2cccc(F)c2)ccc1OS(=O)(=O)c1ccc(C)cc1 | 1864 | 1595
O=C(Cn1cncn1)NCCCc1ccccc1 | 1418 | 1449
Cc1cccc(C(=O)NNC(=O)c2ccc(Br)cc2)c1 | 1625 | 1461
CCCCCCCn1c2c(c(=N)c3c1CCC3)CCCC2 | 1947 | 1733
Cc1sc(NC(=O)Cc2ccc3c(c2)OCO3)nc1-c1ccc2c(c1)CCN2C(=O)c1ccccc1F | 1710 | 1545
COc1cc(CNc2ccc(N3CCCC3)cc2)cc(Cl)c1OC | 1823 | 1865
O=C(COC(=O)c1cccc(Cl)c1Cl)NCCN1C(=O)CSC1=O | 1737 | 1638
CC(=O)c1ccc(N/C=C\C(=O)c2ccc(C)cc2)cc1 | 1455 | 1443

16 entries from above, reformatted:
molecule	SRC1 TRFRET art	SRC3 TRFRET art
Cc1cccc(Nc2nc(N)c([N+](=O)[O-])c(N3CCOCC3)n2)c1	1753	1878
O=C(COC(=O)c1ccc(S(=O)(=O)N2CCOCC2)cc1)NCc1cccs1	1942	1541
CC1=C(C(=O)Nc2ccccn2)C(c2ccc(Cl)cc2)NC(=S)N1 (stereo not drawn)	2152	1541
COc1cc(S(=O)(=O)NCCN2CCOCC2)ccc1-n1cnnn1	1801	1384
COCC(=O)N1CCCC(C(=O)c2ccc(-c3ccccc3)c(F)c2)C1 (stereo not drawn)	1694	1757
COCCN(C)C(=O)CC1C(=O)NCCN1CC(c1ccccc1)c1ccccc1 (stereo not drawn)	1772	1552
CCOC(=O)c1nn(C)c(C)c1Cl	1964	1521
C/C(=C\C(=O)c1ccc(Br)cc1)Nc1ccc(Cl)cc1	1889	1740
O=C(/C=C/c1ccccc1[N+](=O)[O-])N1CCCCC1	1619	1802
Cc1ccc(S(=O)(=O)N(CC(=O)NCCSc2ccccn2)c2ccc(C)c(C)c2)cc1	1658	1410
Cn1c(=O)[nH]c(=O)c2c1nc(CN1CCN(c3cccc(Cl)c3)CC1)n2Cc1ccccc1Cl	1786	1309
Cc1ccc(C(=O)NCC(=O)OCC(=O)Nc2cc(C)c(C)cc2[N+](=O)[O-])cc1	1722	1473
O=C(COc1cccc2cccnc12)NNC(=O)Nc1ccccc1	1519	1494
CC(=O)Nc1nc(SCC(=O)NCC2CCCO2)[nH]c(=O)c1NC(=O)c1cccs1 (stereo not drawn)	1961	1483
O=C(C1=C[C@H](C2CCCCC2)C[C@H](OCCCCO)O1)N1CCOCC1	1850	1553
CCOC(=O)C1CCN(Cc2ccc(F)c(Br)c2)CC1	1810	1303

Later entries.
SMILES | SRC1 TRFRET art | SRC3 TRFRET art
COCCNCC(=O)Nc1ccc(C)c(S(=O)(=O)N2CCCCC2)c1 | 2016 | 1664
O=C(O)c1cc2ccccc2n1-c1ccccc1 | 1769 | 1470
COc1cc(-n2c(=O)c3ccccc3n(CC(=O)OCc3ccccc3)c2=O)cc(OC)c1OC | 1968 | 1700
CCOC(=O)C(=N/O)/C(C)=N/NC(C)=O | 1618 | 1555
C=CCn1c(SCC(=O)NCc2ccco2)nc2ccccc2c1=O | 1752 | 1656
Cc1ccc2[nH]c(=O)c(CN(CCCN(C)C)C(=O)Nc3ccc(F)cc3)cc2c1 | 2014 | 1743
CCCc1cc(=O)[nH]c(SCc2cc(=O)oc3cc(C)c(C(C)C)cc23)n1 | 1764 | 1558
COC(=O)c1c[nH]n2c(=O)c(C(C)C)c(C)nc12 | 1831 | 1684
O=C(Nc1nnc(SCc2cccc(F)c2)s1)c1ccco1 | 2102 | 1750
CC(C)Cn1c(=S)[nH]c2ccccc2c1=O | 1940 | 1585
Cc1c(NC(=S)N/N=C/c2ccc(N(C)C)cc2)c(=O)n(-c2ccccc2)n1C | 1888 | 1497
